Mtb RmlCD inh: M. tuberculosis RmlC/RmlD inhibition. RmlC+RmlD coupled enzyme assay, percent inhibition; primary screen in compound mixtures. P9WH09+P9WH11. inhibition, % at 3.6 µM. AID 1533. 0.03% of 160,000 active; in the data active = inhibition mostly above about 34%, no sharp cut-off; note: some results filed as inactive read as strong as hits
Target sequence (P9WH09 whole entry, looked up): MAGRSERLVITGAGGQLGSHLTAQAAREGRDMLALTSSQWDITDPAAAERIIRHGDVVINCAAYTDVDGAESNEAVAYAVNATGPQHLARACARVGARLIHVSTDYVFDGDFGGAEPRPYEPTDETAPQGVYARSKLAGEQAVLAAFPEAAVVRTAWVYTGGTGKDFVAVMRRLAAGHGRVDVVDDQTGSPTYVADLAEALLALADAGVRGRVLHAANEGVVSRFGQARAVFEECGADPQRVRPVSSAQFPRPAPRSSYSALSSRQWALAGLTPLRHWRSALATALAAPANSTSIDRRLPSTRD
Target sequence (P9WH11 whole entry, looked up): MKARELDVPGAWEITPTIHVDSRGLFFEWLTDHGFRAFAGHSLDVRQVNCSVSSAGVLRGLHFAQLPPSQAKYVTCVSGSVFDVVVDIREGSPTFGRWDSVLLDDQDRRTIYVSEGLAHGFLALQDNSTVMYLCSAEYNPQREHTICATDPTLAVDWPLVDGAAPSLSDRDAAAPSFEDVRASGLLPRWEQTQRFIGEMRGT
GlmU inhibition: inhibition of mycobacterial GlmU enzyme – biochemical, glucosamine-1-phosphate acetyltransferase (AID 1376); one-dose inhibition, %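 (tested at 30 µM in the primary screen)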; IC50 in µM for titrated hits; M. tuberculosis GlmU acetyltransferase enzyme assay; higher % means a stronger effect; 0.25% of 220,000 active; in the data active = inhibition above about 13%;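 note: 0% = complete reaction with vehicle and 100% = reaction without substrate; strong numbers were not always called active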
* hit, by the source's call; x = not tested or not shown.

The first two entries as a preview:
compound | Mtb RmlCD inh | GlmU inhibition
Cc1cc(=O)n2nc(N3CCC(C(=O)NCCc4ccccc4)CC3)sc2n1 | -8 | -3.3%
CCN(Cc1ccccc1)C(=O)Cn1cnc2c1c(=O)n(C)c(=O)n2C | x | 4.8%

The whole of this part, previewed entries included:
compound | Mtb RmlCD inh | GlmU inhibition
Cc1cc(=O)n2nc(N3CCC(C(=O)NCCc4ccccc4)CC3)sc2n1 | -8 | -3.3%
CCN(Cc1ccccc1)C(=O)Cn1cnc2c1c(=O)n(C)c(=O)n2C | x | 4.8%
CCCCOc1cccc(C(=O)NC(=S)Nc2cccnc2)c1 | -9 | 5.9%
Cc1ccc(/C=C2\SC(=S)N(CCC(=O)NNC(=O)c3ccncc3)C2=O)cc1 | -4 | -6.6%
CSc1ncccc1C(=O)OCc1ccc([N+](=O)[O-])cc1 | -6 | 4.8%
Cn1c(NCCN2CCOCC2)nc2c1c(=O)n(Cc1cccc(Cl)c1)c(=O)n2C | x | 0.8%
CCOC(=O)C1(Cc2cccc(Cl)c2)CCCN(C2CCN(C(C)=O)CC2)C1 (configuration not stated) | -10 | -1.4%
CC/C(=N/Nc1ccccc1)c1cnnc(SC)n1 | 2 | -1.1%
O=S(=O)(c1ccc2c(c1)OCCO2)N(Cc1ccc(F)cc1)Cc1nnc(-c2cccs2)o1 | 4 | 1.8%
Cc1ccc(NC(=O)C2CCN(S(=O)(=O)c3cnc[nH]3)CC2)nc1 | -9 | 0.4%
CCC(Cc1ccccc1)NCc1c(C(=O)O)c(C)n(Cc2ccccc2)c1C (configuration not stated) | 6 | 3.8%
Cc1ccccc1C(=O)c1c[nH]c(C(=O)NCc2ccco2)c1 | x | -4.9%
O=C(Nc1ccc(Oc2ccc(NC(=O)c3ccco3)c(NC(=O)c3ccco3)c2)cc1)c1ccco1 | 12 | -0.8%
COc1ccc(-n2nnc3c(=O)n(CC(=O)Nc4cc(C)on4)cnc32)cc1OC | -14 | 3.0%
CC1Cn2c(nnc2-c2ccc(F)cc2)S1 (configuration not stated) | x | 2.6%
Cc1occc1-c1nnc(SCC(=O)N2CCN(c3ccccc3)CC2)n1C | 2 | -1.5%
CC(=O)Nc1ccccc1Nc1nc(NCCO)nc(N2CCCC2)n1 | x | 0.7%
O=c1[nH]c(=O)n(-c2cccc3ccccc23)c(O)c1/C=N/N1CCCCC1c1cccnc1 (configuration not stated) | 17 | -5.5%
CCN1C(=O)C(Cc2nc3ccccc3c(=O)n2-c2ccccc2)c2ccccc21 (configuration not stated) | x | 4.5%
O=C(/C=C/c1cccs1)NC(=S)Nc1ccc(S(=O)(=O)Nc2ccccc2C(F)(F)F)cc1 | x | 4.0%
Cc1ccccc1OCC(=O)NC(=S)Nc1ccc(Br)c(C)n1 | x | -1.7%
CCc1ccc(/C=C(\C)C(=O)c2c(C)cc(C)[nH]c2=O)cc1 | 11 | -7.6%
CCOC(=O)c1cc(NC(=O)N(CC)C2CCCCC2)c(C)nc1C | 1 | 1.4%
COC(=O)c1nn(-c2ccc(C)cc2)ccc1=O | -6 | 3.8%
Cc1c(NC=C(C#N)C#N)c(=O)n(-c2ccccc2)n1C | x | -1.0%
CS(=O)(=O)c1ccc2nc(NC(=O)c3cccc(NS(=O)(=O)c4ccc(F)c(F)c4)c3)sc2c1 | -12 | 1.3%
Cc1ccc2nc(NC(=O)C3CC(=O)N(Cc4ccco4)C3)sc2c1 (configuration not stated) | x | -1.6%
COc1cccc(NC(=O)N2CCN(c3cccc(C)c3C)CC2)c1 | 5 | 1.8%
C/C(CC(=O)NCCCN1CCOCC1)=N\NC(=O)COc1ccc(Cl)cc1 | -1 | 3.3%
CCOc1nc(NCCc2ccc(OC)c(OC)c2)nc(NC(C)(C)CO)n1 | 6 | 0.5%
O=C(CSc1nnc(C2COc3ccccc3O2)o1)Nc1nccs1 (configuration not stated) | 4 | 0.5%
COc1ccc(C)cc1NC(=O)CSc1nnc(-c2ccccn2)n1Cc1ccco1 | x | 0.1%
CCc1nc2ccccc2n1Cc1ccc(OC)c(OC)c1 | -12 | 1.1%
O=C(CSCc1ccc(F)cc1)N1CCN(c2ccc(F)cc2)CC1 | x | 1.4%
Cc1cc(NC(=O)CSc2nc(C(C)C)nc3sc4c(c23)CCCC4)no1 | -7 | -4.3%
COc1ccc(OC)c2[nH]c(=O)c(CCNC(=O)C(C)C)cc12 | -12 | -5.5%
O=C(CCc1nc2ccccc2[nH]1)Nc1ccc(F)cc1 | 8 | -3.5%
CCCC(=O)Nc1cc(OC)c(C(=O)OC)cc1Cl | -13 | -6.7%
Cc1cc2n(n1)SC(Nc1ccc(F)cc1)N2 (configuration not stated) | x | 11%
O=C(N=Nc1c(O)n(Cc2ccccc2)c2ccccc12)c1ccc(O)cc1 | -9 | 2.3%
Clc1ccccc1-c1nc2ccccc2[nH]1 | 23 | -1.0%
CC(C)(C)C1(C)OC(C(N)=O)C(C(N)=O)O1 (configuration not stated) | 7 | 2.4%
CCN(CC)C(=O)C[n+]1cccc(C(N)=O)c1 | 2 | 3.6%
COC(=O)[C@]1(C)C[C@H]1[C@H](NP(=O)(c1ccccc1)c1ccccc1)c1ccccc1 | x | -2.3%
c1ccc(-c2ccc(C(c3ccccc3)n3ccnc3)cc2)cc1 (configuration not stated) | 10 | -6.7%
O=C(CSc1ccc(/C=N/NC(=O)c2cccc(F)c2)o1)Nc1ccccc1 | 8 | 2.1%
O=C(Cc1cccs1)N1CCC(c2nc3c(nnn3Cc3ccccc3Cl)c(=O)[nH]2)CC1 | 4 | -0.7%
COc1ccc(CNC(=S)Nc2cccc(C)c2)cc1 | 17 | -5.1%
COc1ccc(CCNS(=O)(=O)c2cc(/C=C/C(=O)O)ccc2C)cc1OC | -9 | -3.8%
OC(COc1ccc(Cl)c2ccccc12)CN1CCN(c2ccccn2)CC1 (configuration not stated) | 4 | -0.2%
O=C(c1cccs1)N1CCC2(O)CCCCC2C1c1ccc(F)cc1 (configuration not stated) | 4 | -2.7%
COc1cccc(NC(=O)CN2C(=O)C(c3ccc(C)cc3)=NC23CCCCCC3)c1 | 15 | -8.4%
NC(=O)c1ccccc1NC(=S)NC(=O)c1ccc(Br)o1 | 4 | 9.9%
Cc1ccc(C(=O)N/N=C\c2ccc(-c3ccc(Cl)cc3)o2)cn1 | 5 | 3.2%
COC(=O)C1CCN(C(=O)CSc2nnc(-c3ccncc3)o2)CC1 | x | -1.8%
Cc1c(NC(=O)OCCSc2nc(N(C)C)nc(N(C)C)n2)sc(=S)n1C | 3 | 0.5%
O=C(OCc1nnn(Cc2ccccc2)c1-c1c(COC(=O)c2ccccc2)nnn1Cc1ccccc1)c1ccccc1 | x | 1.8%
Cc1cc(=O)n2c3ccccc3n(CC(O)CN3CCC(C)CC3)c2c1C#N (configuration not stated) | 18 | -0.3%
CCS(=O)(=O)n1nc(-c2ccccc2)cc1N | -4 | 8.6%
COCCOc1cc2ncnc(N3CCC(C(=O)O)CC3)c2cc1OCCOC | 6 | 6.4%

Retrieved by compound from the list above (six):
compound | Mtb RmlCD inh | GlmU inhibition
CCS(=O)(=O)n1nc(-c2ccccc2)cc1N | -4 | 8.6%
O=C(CSCc1ccc(F)cc1)N1CCN(c2ccc(F)cc2)CC1 | x | 1.4%
Cc1cc(=O)n2c3ccccc3n(CC(O)CN3CCC(C)CC3)c2c1C#N (configuration not stated) | 18 | -0.3%
Clc1ccccc1-c1nc2ccccc2[nH]1 | 23 | -1.0%
CCc1nc2ccccc2n1Cc1ccc(OC)c(OC)c1 | -12 | 1.1%
COC(=O)C1CCN(C(=O)CSc2nnc(-c3ccncc3)o2)CC1 | x | -1.8%

Other results follow.
compound | Mtb RmlCD inh | GlmU inhibition
CCCCOc1ccc(C2NC(=O)NC(C)=C2C(C)=O)cc1OCC (configuration not stated) | x | -6.0%
CC12CC3(C)CC(C)(C1)CC(NC(=O)N1CCCC1)(C2)C3 | x | -4.9%
O=[N+]([O-])c1ccc(C2CC(c3ccccc3)=Nc3ccccc3S2)cc1 (configuration not stated) | x | 0.2%
O=C(O)c1ccc(O)c(N2C(=O)Nc3ccccc3N2O)c1 | -11 | 3.8%
N[C@@H](C(=O)N[C@@H]1C(=O)N2C(C(=O)O)=C(Cl)CS[C@H]12)c1ccccc1 | x | 3.3%
O=C(/C=C/c1ccco1)NCC1OCCc2ccccc21 (configuration not stated) | 16 | 7.5%
Cc1ccc(NC(=S)N2CCCC(c3nc4ccccc4[nH]3)C2)cc1 (configuration not stated) | 4 | -6.2%
O=C(NCCN1CCCCC1)c1cc(OCC(F)(F)F)ccc1OCC(F)(F)F | x | -4.1%
COc1ccc(C2C3=C(CC(C)(C)CC3=O)N(C)C3=C2C(=O)CC(C)(C)C3)cc1 | -2 | -2.4%
O=C(c1cccs1)N(C(=O)c1cccs1)c1ccccn1 | x | 0.4%
CSc1sc(C(=O)NC(=O)NCc2cccnc2)c(C)c1-c1ccon1 | 28 | 2.6%
NC(CO)C12CC3CC(CC(C3)C1)C2 (configuration not stated) | 0 | 1.3%
C[n+]1cccc2cccc([O-])c21 | -1 | 3.4%
O=C(O)C1CC(O)CN1c1nc(Cl)ccc1[N+](=O)[O-] (configuration not stated) | 0 | 0.7%
Cc1nn(-c2ccc(F)cc2)c(Cl)c1/C=C1\C(=O)Nc2ccccc21 | -8 | 1.7%
O=C(O)c1ccccc1S(=O)(=O)c1ccccc1CO | -5 | 0.9%
CC(C)(C)c1ccc(S(=O)(=O)N2CCN(CCC#N)CC2)cc1 | 6 | 3.8%
CCOc1cc2[nH]c(=O)n(CCCC(=O)N(C)Cc3ccccc3)c(=O)c2cc1OCC | -21 | -3.3%
O=C(O)CC/C(=N/Nc1ccc([N+](=O)[O-])cc1)C(=O)O | 1 | 2.0%
CN(C)CCNC(=O)C(C(=O)c1ccc(F)cc1)n1ccccc1=O (configuration not stated) | x | -1.4%
CCOC(=O)c1[nH]c(C)c(C(=O)c2cc(F)ccc2F)c1C | 4 | x
Cc1ccnc(SCC(=O)c2ccc([N+](=O)[O-])cc2)n1 | 10 | 6.5%
O=C(NCC(c1ccco1)N1CCN(c2ccc(F)cc2)CC1)OCc1ccccc1 (configuration not stated) | 10 | 2.4%
CC(=O)C1=C(O)CC(c2ccccc2)CC1=NCCc1ccccc1 (configuration not stated) | -8 | 2.3%
O=C(O)CCC(=O)N1CN2CN(C(=O)CCC(=O)O)CC([N+](=O)[O-])(C2)C1 | x | 2.1%
O=C(O)C1C2CC3C(OC(=O)C31)C2Cl (configuration not stated) | 18 | 0.8%
Cc1ccc(-c2csc3ncnc(Sc4nnc(CN5CCCCCC5=O)o4)c23)cc1 | 2 | 8.2%
Cc1nc(NC(=O)CSc2nnnn2C)sc1C | x | 3.8%
COc1ccc(CCCc2nnc(SCC(=O)Nc3ccc(C)c(C)c3)o2)cc1 | x | 5.8%
CCN(CC)C(=O)c1sc(NC(=O)C(Sc2ccccc2)c2ccccc2)c(C(=O)OC(C)C)c1C (configuration not stated) | x | -3.3%
CC1CCN(c2ccccc2N)CC1 | -3 | -0.3%
CCC1=C(OC(=O)N(CC)CC)N2C(=O)OC(=NCCc3c[nH]c4ccccc34)[C@]2(C)[C@H]2C1=CC[C@H]1C(=O)NC(=O)[C@H]12 | x | -7.8%
CCCCCCNc1nc(OC)nc(N2CC3CC(C2)c2cccc(=O)n2C3)n1 (configuration not stated) | -4 | 1.8%
C=CCSC1=C(C#N)C(c2ccccc2)CC(=O)N1 (configuration not stated) | 29 | 7.2%
Cc1c(/C(O)=C2\C(=O)C(=O)N(CCCN(C)C)C2c2ccccc2)cnn1-c1ccccc1 (configuration not stated) | x | -5.1%
Cc1c(C(=O)O)cnc2cc(-c3ccc(Cl)cc3)nn12 | -5 | 7.6%
CC(C)C(=O)Nc1ccc(Br)cc1Cl | x | -0.1%
CC(C)N1CCN(Cc2coc3ccccc3c2=O)CC1CCO (configuration not stated) | 7 | 3.7%
Cc1cccc(NC(=O)c2ccc([N+](=O)[O-])o2)c1C | 2 | -1.5%
Nc1cc(C(=O)OCC(=O)NC(c2ccccc2)c2ccccc2)ccc1Cl | 1 | -2.1%
COc1cc(CNc2ccccc2Oc2cc(=O)n(C)c(=O)n2C)cc(OC)c1OC | x | -1.1%
CC(C)Sc1nc2c(c(=O)n(C)c(=O)n2C)n1Cc1ccc(Cl)cc1 | 6 | 2.3%
O=C1OC(c2ccc([N+](=O)[O-])cc2)=N/C1=C/N1CC2CC(C1)c1cccc(=O)n1C2 (configuration not stated) | x | 0.3%
COc1ccc2[nH]c(=S)[nH]c2c1 | 4 | -2.4%
COc1cc(C)ccc1NC(=O)c1ccc(S(=O)(=O)N2CCOCC2)cc1 | 7 | -0.2%
CCOC(=O)C1CCN(C(=O)c2ccc(OC)cc2OC)CC1 | 9 | 0.4%
COc1ccc(OC)c(NC(=O)COC(=O)C2CCN(C(=O)c3ccc(Cl)cc3)CC2)c1 | x | -1.3%
Cc1ccc2nc(NCc3ccccc3)c(C=NCc3ccccc3)c(=O)n2c1 | x | 4.3%
C=CCNC(=O)c1cc(=O)c2ccccc2o1 | -13 | -5.5%
COc1ccc(/C=C2/SC(=O)N(CCC(=O)Nc3ccccc3)C2=O)cc1OC | -4 | -7.4%
CCCC1CCC(=NNC(=S)NCCc2ccccc2)CC1 (configuration not stated) | -6 | 3.9%
CC(C)c1nnc(NC(=O)c2sc3ccccc3c2Cl)s1 | -18 | 3.6%

High-throughput results deposited in PubChem by several laboratories.

A portion of the library, so the mix of outcomes need not match the whole.
